High-throughput results from PubChem.
TEAD-YAP block = TEAD-YAP interaction inhibition; HEK-TIYL cells, TEAD-Gal4/YAP UAS-luciferase luminescence; inhibition, % at 9.12 µM; 640,000 tested, 1.4% active; AID 1259422; in the data active = inhibition above about 32%;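 also: 0% = median of test compound wells and 100% = reference inhibitor wells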
GPR151 activ = human GPR151 activation; Q8TDV0; PathHunter beta-arrestin GPR151 cells, luminescence; activation, % at 11.2 µM; 650,000 tested, 1% active; in the data active = activation above about 4.9%;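 also: 0% = median of compound wells and 100% = cells with positive control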
MITF primary = inhibitors of human MITF; AlphaScreen MITF homodimerization, bead proximity signal; inhibition, % at 2.6 µM; 650,000 tested, 0.91% active; AID 1259374; in the data active = inhibition above about 50%;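 also: 0% = vehicle wells with protein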
FBW7 act = activators of human E3 ligase FBW7; Q969H0; AlphaScreen FBW7–phospho-cyclin E peptide binding, activator screen; normalized activity (activation), % at 26.1 µM; 650,000 tested, 0.13% active; AID 1259310; in the data active = normalized activity above about 1.9%;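 also: purified mutant Fbw7 with reduced substrate affinity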
Target sequence (Q969H0 whole entry, looked up): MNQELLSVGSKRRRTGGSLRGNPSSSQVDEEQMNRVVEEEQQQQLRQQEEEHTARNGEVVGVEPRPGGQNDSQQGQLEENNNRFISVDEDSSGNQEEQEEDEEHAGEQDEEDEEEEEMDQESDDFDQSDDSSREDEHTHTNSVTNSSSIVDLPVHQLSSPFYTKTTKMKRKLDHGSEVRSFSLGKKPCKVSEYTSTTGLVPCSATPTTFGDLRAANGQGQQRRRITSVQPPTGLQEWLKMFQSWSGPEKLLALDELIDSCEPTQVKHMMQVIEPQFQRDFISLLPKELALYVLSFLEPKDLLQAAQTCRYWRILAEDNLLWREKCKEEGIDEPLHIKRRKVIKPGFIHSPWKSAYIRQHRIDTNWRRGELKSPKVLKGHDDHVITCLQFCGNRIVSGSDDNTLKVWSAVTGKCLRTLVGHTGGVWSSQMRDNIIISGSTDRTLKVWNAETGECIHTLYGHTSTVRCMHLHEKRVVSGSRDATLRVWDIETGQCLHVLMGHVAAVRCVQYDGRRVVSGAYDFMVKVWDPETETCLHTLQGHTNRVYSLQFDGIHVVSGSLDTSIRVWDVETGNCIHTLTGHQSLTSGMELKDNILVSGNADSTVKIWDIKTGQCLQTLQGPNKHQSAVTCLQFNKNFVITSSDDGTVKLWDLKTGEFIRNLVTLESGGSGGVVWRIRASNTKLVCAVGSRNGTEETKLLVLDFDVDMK
Numbers without * were called inactive.

compound	TEAD-YAP block	GPR151 activ	MITF primary	FBW7 act
Cc1c(C(c2ccccc2Cl)c2c(C)n(C)n(-c3ccccc3)c2=O)c(=O)n(-c2ccccc2)n1C	4	-1.0	9	-0.1
COc1ccc(OCC(=O)N/N=C/c2cccc(I)c2)cc1	6	-0.1	0	-0.1
CCC(c1nnnn1CC1CCCO1)N1CCN(Cc2ccccc2)CC1 (centres undefined)	-6	-0.5	-12	-0.2
O=C(COc1ccc(Cl)cc1Cl)Nc1cccc(-c2nc3ncccc3o2)c1	5	0.0	-3	0.1
Cc1ccc(C2CC(C(F)(F)F)n3ncc(C(=O)N4CCN(c5ccccc5)CC4)c3N2)cc1 (centres undefined)	3	-0.5	2	-0.1
COc1ccccc1NC(=O)Cn1cnc2sc(C(=O)Nc3cnc4ccccc4c3)c(C)c2c1=O	-1	1.6	23	-0.3
CC(C)CC(NC(=O)C(Cc1ccccc1)NC(=O)C1CCCN1C(=O)OCc1ccccc1)C(=O)OC(C)(C)C (centres undefined)	16	-0.9	1	0.0
Cc1cc(C)n(CCc2nc(-c3ccco3)cs2)n1	-11	-0.5	-6	-0.1
Cc1cccc(C(C)N(NC(=O)C(O)(c2cccc(C)c2)c2cccc(C)c2)C(=O)c2ccccc2)c1 (centres undefined)	11	-0.9	8	0.3
CC1CCCCN1C(=O)COC(=O)Cn1[nH]c(=O)c2ccccc2c1=O (centres undefined)	2	1.5	-6	-0.1
C=CCSc1n[nH]c(-c2ccccc2OCCC)n1	7	-0.8	-8	0.2
CCC(C)CN1CCC2(CCC(CNC(=O)c3cc(C)nn3C)O2)CC1 (centres undefined)	-3	1.1	-2	0.0
O=C(Nc1ccc(Cl)cc1)C1C2C=CC3(O2)C1C(=O)N(Cc1ccc(Cl)cc1)C3C(=O)NC1CCCCC1 (centres undefined)	-4	-0.6	7	0.1
Cc1ccc(NC(=O)CSc2nc3[nH]ncc3c(=O)n2-c2ccccc2)cc1Cl	14	-1.0	10	0.1
COCCCNC(=O)c1cc2c(=O)n3cc(C)ccc3nc2n(CCc2ccccc2)c1=N	-2	1.7	6	0.1
CCOc1ccc(-n2cc(C(=O)NCC3CCCO3)c3cc(OC)c(OC)cc3c2=O)cc1 (centres undefined)	4	0.1	1	0.0
CC(=O)N1CCN(C(=S)c2ccc(C(C)(C)C)cc2)CC1	0	0.1	6	0.0
CCOC(=O)c1ccc(N/C=C2\CCCCC2=O)cc1	-14	-1.0	-11	0.0
CCCOc1ccc(OC(=O)c2ccc(C(=O)Oc3ccc(OCCC)cc3)nc2)cc1	-3	0.3	9	0.0
O=C(O)c1ccc(SCc2cccnc2)c([N+](=O)[O-])c1	-18	0.7	0	-0.1
COc1ccc(CCNc2nc(-c3ccc(C(N)=O)cc3)nc3c2ncn3-c2ccccc2)cc1	4	-0.5	3	-0.1
O=C(c1cccc(C(F)(F)F)c1)N1CCC(O)(CS(=O)(=O)Cc2ccccc2)CC1	5	2.3	-6	0.2
COc1ccc(/C=N/NC(=O)C(=O)NCCc2ccc(OC)c(OC)c2)c(OC)c1	9	-0.6	12	0.1
COc1cc(CN2CCCC(O)C2)ccc1OCc1ccccc1 (centres undefined)	-52	-1.0	5	0.4
CCOc1ccccc1C(=O)Oc1coc(CSc2nc(C)cc(C)n2)cc1=O	3	-0.2	9	-0.2

The list goes on.
compound	TEAD-YAP block	GPR151 activ	MITF primary	FBW7 act
CC(=O)c1cccc(NC(=O)COc2cc(Cl)ccc2Cl)c1	-35	-0.4	1	-0.1
Cc1noc(C)c1-c1nc(NC2CC2)c2ncn(-c3ccsc3)c2n1	41*	-0.2	-5	0.1
Cc1ccc([N+](=O)[O-])cc1N(CC(=O)Nc1ccccc1Cl)S(C)(=O)=O	-21	-0.6	0	-0.1
CC(NC(=O)c1ccccc1I)c1ccccc1 (centres undefined)	-10	-0.1	-10	-0.1
O=C(CCCn1nnc(-c2cccs2)n1)c1ccc(O)cc1	-3	0.6	0	0.0
O=C(CNc1ccc(F)cc1)N/N=C/c1c(O)ccc2ccccc12	20	-1.0	6	-0.2
O=c1cnnc(SCc2c(F)cccc2Cl)[nH]1	1	-1.6	24	0.1
COc1ccc(Nc2cc(-c3cncc(Br)c3)nc(C)n2)cc1	-93	0.9	4	0.0
O=C(COc1ccc(Cl)cc1Cl)N/N=C/c1ccc2c(c1)OCO2	-2	1.8	12	0.1
CCOc1ccc([N+](=O)[O-])cc1C1NC(=O)NC(C)=C1C(=O)OC (centres undefined)	2	2.8	7	0.2
Cc1ccccc1OCC(=O)Nc1cccnc1	-35	-1.2	-9	-0.1
COCCOCCn1cnc2ccccc21	10	0.1	1	0.1
CCOC(=O)C1=C(C)N=c2s/c(=C\c3cc(OC)c(OC)cc3Br)c(=O)n2C1c1ccc2c(c1)OCO2 (centres undefined)	11	1.2	2	-0.2
COc1cc(OC)cc(C(=O)Nc2cc(C34CC5CC(CC(C5)C3)C4)ccc2C)c1	4	0.6	0	0.2
CC(=O)Oc1ccc2nsnc2c1	2	1.4	3	0.1
O=S(=O)(c1cnc[nH]1)N1CCN(Cc2ccccc2)CC1	3	-0.8	0	0.0
CCN(CC)S(=O)(=O)c1ccc(OCC(=O)O)c([N+](=O)[O-])c1	9	-1.4	8	0.2
O=c1oc(-c2ccccc2F)nc2scc(-c3cccs3)c12	-11	-0.3	5	0.0
Oc1ccc(CCNc2ncnc3nc(N4CCN(Cc5ccc6c(c5)OCO6)CC4)[nH]c23)cc1	5	-2.5	40	-0.1
O=C(COc1ccc(Cl)cc1C1CCCCC1)Nc1ccccc1F	-8	-1.1	-5	-0.2
O=C(NCc1c(-c2ccc(Cl)cc2)nc2n1CCS2)C12CC3CC(CC(C3)C1)C2	2	1.5	2	0.0
Cc1cc(NC(=O)CSc2nc(=O)cc(N)n2-c2ccc(Cl)cc2)no1	-2	-2.3	12	0.1
CC(C)N(C(=O)NC(=O)Nc1ccc(OCc2ccccc2)cc1)S(C)(=O)=O	-18	2.5	6	-0.1
O=C1c2ccccc2NC(c2ccc(Cl)cc2Cl)N1c1ccc(I)cc1 (centres undefined)	-60	-0.3	9	0.1
O=C(Nc1ccccc1C(=O)O)c1cccnc1	-6	-3.0	4	0.3

Carrying on:
compound	TEAD-YAP block	GPR151 activ	MITF primary	FBW7 act
C=CCN1C(=O)/C(=C/c2ccc(OC)c(I)c2)C(=O)NC1=S	11	0.8	7	-0.2
COC(=O)c1sc2nc(C)cc(C)c2c1-n1cccc1	-4	0.8	0	-0.1
O=C(Cn1c(=O)n(-c2ccccc2)c(=O)c2oc3ccccc3c21)N1CCOCC1	-1	2.2	10	0.2
CC(C)C(=O)Nc1ccc(-c2nc3ccccc3o2)cc1	44*	-1.1	7	-0.1
COc1cc(/C=N/S(=O)(=O)c2ccc(Br)cc2)cc(OC)c1O	5	0.5	14	0.0
C/C(Cc1ccccc1)=N/NC(=O)CCC(=O)Nc1ccc(I)cc1	-1	-1.0	21	0.0
CCOC(=O)C1=C(C)OC(N)=C(C#N)C1c1ccc(O)c(OC)c1 (centres undefined)	2	-0.9	16	1.1
CC(=O)Nc1ccc(C2C(C#N)=C(N)Oc3cc(O)ccc32)cc1 (centres undefined)	-9	0.7	11	0.2
Cc1ccccc1-n1nc2c(c1NC(=O)c1cc(Cl)ccc1Cl)CS(=O)(=O)C2	10	-0.1	6	0.1
CCSc1nnc2c(n1)OC(c1ccc(N(CC)CC)cc1OC)N(C(C)=O)c1ccccc1-2 (centres undefined)	7	-0.2	-6	0.1
CCN(CC)CCN(C)c1nncc(-c2ccc(OC)cc2)n1	10	-1.2	0	0.0
Cn1ccnc1-c1nc2ccccc2n(CC(=O)O)c1=O	2	0.1	13	-0.1
Nc1nccnc1C(=O)OCC(=O)c1ccc(Cl)cc1	5	0.8	3	-0.5
O=C(COc1ccccc1)Nc1ccc(N2CCC(NCC3CCCO3)CC2)cc1 (centres undefined)	15	-0.6	15	0.4
CCOC(=O)N1CCN(c2c(NCCc3ccc(Cl)cc3)c(=O)c2=O)CC1	-8	0.0	2	-0.1
COc1ccc2nc(N3CCC(C(=O)NCCCN4CCCC4)CC3)sc2c1	0	-1.9	2	0.5
COC(=O)c1ccc(CNC(=O)COC(=O)c2ccc(N)c([N+](=O)[O-])c2)cc1	-11	-1.4	0	0.4
c1ccc(-c2ccnc3ncnn23)cc1	-3	1.4	-9	-0.1
CC1=CC(C)(C)N(C(=O)CSC2=NCCS2)c2ccc(C(c3ccccc3)(c3ccccc3)c3ccccc3)cc21	-6	-1.9	-14	0.1
COc1ccccc1NC(=O)c1ccc(CN(c2ccc(C)c(C)c2)S(C)(=O)=O)cc1	-3	0.1	10	0.1
CS(=O)(=O)N(Cc1ccc(C(=O)N/N=C/c2ccccc2O)cc1)c1ccccc1	9	-1.4	18	0.1
O=C(NCc1cccc(C(F)(F)F)c1)c1ccc2nc(Nc3ccccn3)sc2c1	0	0.6	14	0.1
CCOC(=O)C1CCN(C(=O)Cc2c(C(=O)O)n(CC)c3ccccc23)CC1	6	-0.3	6	-0.2
Cc1cccn2cc(-c3c[nH]c4ccccc34)nc12	-46	1.1	1	-0.1
Cc1ccc(CCN2C(=O)C3C(C(=O)Nc4ccc(C(C)C)cc4)C4C=CC3(O4)C2C(=O)NC2CCCC(C)C2C)cc1 (centres undefined)	-9	-1.9	17	0.5

Exported with values under each structure: 15 of the compounds above
Every second line gives: TEAD-YAP block | GPR151 activ | MITF primary | FBW7 act
> COc1cc(/C=N/S(=O)(=O)c2ccc(Br)cc2)cc(OC)c1O
    5 | 0.5 | 14 | 0.0
> C/C(Cc1ccccc1)=N/NC(=O)CCC(=O)Nc1ccc(I)cc1
    -1 | -1.0 | 21 | 0.0
> CCOC(=O)C1=C(C)OC(N)=C(C#N)C1c1ccc(O)c(OC)c1 (centres undefined)
    2 | -0.9 | 16 | 1.1
> CC(=O)Nc1ccc(C2C(C#N)=C(N)Oc3cc(O)ccc32)cc1 (centres undefined)
    -9 | 0.7 | 11 | 0.2
> Cc1ccccc1-n1nc2c(c1NC(=O)c1cc(Cl)ccc1Cl)CS(=O)(=O)C2
    10 | -0.1 | 6 | 0.1
> CCSc1nnc2c(n1)OC(c1ccc(N(CC)CC)cc1OC)N(C(C)=O)c1ccccc1-2 (centres undefined)
    7 | -0.2 | -6 | 0.1
> CCN(CC)CCN(C)c1nncc(-c2ccc(OC)cc2)n1
    10 | -1.2 | 0 | 0.0
> Cn1ccnc1-c1nc2ccccc2n(CC(=O)O)c1=O
    2 | 0.1 | 13 | -0.1
> Nc1nccnc1C(=O)OCC(=O)c1ccc(Cl)cc1
    5 | 0.8 | 3 | -0.5
> O=C(COc1ccccc1)Nc1ccc(N2CCC(NCC3CCCO3)CC2)cc1 (centres undefined)
    15 | -0.6 | 15 | 0.4
> CCOC(=O)N1CCN(c2c(NCCc3ccc(Cl)cc3)c(=O)c2=O)CC1
    -8 | 0.0 | 2 | -0.1
> COc1ccc2nc(N3CCC(C(=O)NCCCN4CCCC4)CC3)sc2c1
    0 | -1.9 | 2 | 0.5
> COC(=O)c1ccc(CNC(=O)COC(=O)c2ccc(N)c([N+](=O)[O-])c2)cc1
    -11 | -1.4 | 0 | 0.4
> c1ccc(-c2ccnc3ncnn23)cc1
    -3 | 1.4 | -9 | -0.1
> CC1=CC(C)(C)N(C(=O)CSC2=NCCS2)c2ccc(C(c3ccccc3)(c3ccccc3)c3ccccc3)cc21
    -6 | -1.9 | -14 | 0.1

(cont.)
compound	TEAD-YAP block	GPR151 activ	MITF primary	FBW7 act
O=C(Cn1cnc2ccccc2c1=O)NCCC(=O)Nc1ccccc1C(F)(F)F	4	0.0	24	1.1
COC(=O)c1nnn(CC(=O)Nc2ccc3c(c2)OCCO3)c1C(=O)OC	9	-0.8	-8	0.1
COc1ccccc1OC(C)c1nc2c3ccccc3nc(=S)n2[nH]1 (centres undefined)	-2	-0.4	3	-0.3
Cc1ccsc1C(=O)N1CCCC(CCC(=O)NCc2ccccc2F)C1 (centres undefined)	-12	-0.7	-2	-0.2
COc1ccc(C/C(O)=C(\C#N)c2nc3ccccc3[nH]2)cc1	1	0.0	-32	0.5
CNc1oc(-c2ccccc2)nc1C#N	-43	0.2	-3	0.0
Cc1ccc(Sc2cc(Br)c3noc4c3c2C(=O)c2ccccc2-4)cc1	-7	0.3	-1	-0.1
N#CC1=C(N)OC2=C(CCC/C2=C\c2cccs2)C1c1cccs1 (centres undefined)	-4	-0.4	0	-0.1
